Compound activity from PubChem BioAssay.
C2C12 statin: suppressors of statin myotoxicity in C2C12 myotubes, primary screen, cell-based, single point, plate reader; 0.78% of 330,000 active; AID 602340, 2012; C2C12 myotubes + simvastatin, ATP luminescence, 48 h; scaled: DMSO 0, geranylgeraniol control 100; rescue of ATP level, % at 7.49 µM;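 active means mean ATP rescue above about 67%, or every replicate alone reaching that limit, limit read from the data, passing the limit was not always enough; inconclusive means no clear call, values can overlap the other calls; inactive means mean under the limit and some replicate under it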;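 further: myotubes were challenged with 10 µM simvastatin during compound exposure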
SIRT5 inh: SIRT5 desuccinylase inhibitors, primary screen, biochemical, fluorescence imaging, single point, set 5 | 1.1% of 330,000 active | inhibition, % at 15 µM | NAD-dependent protein deacylase sirtuin-5, mitochondrial (Homo sapiens), Q9NXA8 | Purified SirT5, succinyl-peptide AMC, trypsin-coupled fluorescence; in the data active means inhibition above about 15%; inconclusive means no clear call, values can overlap the other calls
Target sequence (Q9NXA8 whole entry, looked up): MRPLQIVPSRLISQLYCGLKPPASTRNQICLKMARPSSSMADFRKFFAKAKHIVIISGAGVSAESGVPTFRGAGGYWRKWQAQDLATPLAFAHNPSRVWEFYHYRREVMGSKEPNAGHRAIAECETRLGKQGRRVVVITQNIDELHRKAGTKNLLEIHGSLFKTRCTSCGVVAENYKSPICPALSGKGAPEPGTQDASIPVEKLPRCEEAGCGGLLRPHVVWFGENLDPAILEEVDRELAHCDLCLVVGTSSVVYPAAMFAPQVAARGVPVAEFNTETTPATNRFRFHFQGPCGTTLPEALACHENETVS
ERp5 inh: inhibitors of ERp5-driven insulin aggregation, primary screen, biochemical, turbidity, absorbance 650 nm, single point | Protein disulfide-isomerase A6 (Homo sapiens), Q15084 | 90 min | inhibition, % at 9.99 µM | 0.05% of 350,000 active | AID 651711, 2012;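 active means mean replicate inhibition above about 25%, with every replicate also reaching it, limit read from the data, passing the limit was not always enough; inconclusive means only one of those two criteria met; inactive means neither criterion met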
Target sequence (Q15084 whole entry, looked up): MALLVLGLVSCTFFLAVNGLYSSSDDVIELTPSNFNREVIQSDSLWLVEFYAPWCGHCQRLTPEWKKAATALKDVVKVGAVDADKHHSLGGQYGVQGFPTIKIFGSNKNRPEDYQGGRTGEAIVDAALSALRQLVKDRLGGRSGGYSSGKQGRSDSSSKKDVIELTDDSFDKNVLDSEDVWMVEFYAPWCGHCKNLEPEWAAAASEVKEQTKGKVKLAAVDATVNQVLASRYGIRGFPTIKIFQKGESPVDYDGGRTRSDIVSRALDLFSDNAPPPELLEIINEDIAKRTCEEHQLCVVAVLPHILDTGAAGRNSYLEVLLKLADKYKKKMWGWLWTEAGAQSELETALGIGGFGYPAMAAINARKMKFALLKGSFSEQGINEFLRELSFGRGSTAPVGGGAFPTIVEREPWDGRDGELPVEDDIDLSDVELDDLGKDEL
esBAF inh: Bmi1 luciferase reporter increase in mESCs, primary screen, esBAF inhibitor project, mouse ES cells, Bmi1 luciferase knock-in, single point; 24 h; 100% = twice the neutral-well signal; reporter increase, % at 12.5 µM; 2% of 350,000 active; in the data active means activation above about 40%; inconclusive means no clear call, values can overlap the other calls;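 further: 0% = median of the plate's neutral control wells and 100% = double that signal; a rise in the Bmi1 reporter signal indicates esBAF inhibition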
ARNT TACC3 PPI: disruptors of ARNT/TACC3 protein interaction, primary screen, biochemical, AlphaScreen, single concentration. AlphaScreen His-ARNT PAS-B/GST-TACC3 binding, luminescence; TACC3 fragment carries E629A point mutation. 0.66% of 390,000 active. Transforming acidic coiled-coil-containing protein 3 (Homo sapiens), Q9Y6A5. AID 623870, 2012. inhibition, % at 9.99 µM;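 active means mean inhibition of replicates at least 50% and at least half of replicates each reaching 50%; inconclusive means half or more replicates reach 50% but mean below 50%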;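 further: 0% = complete ARNT plus TACC3 wells and 100% = ARNT alone without TACC3; many hits fall short of the cut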
miR122 inh: miR-122 Renilla sensor signal increase in Huh7, primary screen, miR-122 inhibitor project, cell-based, single point, plate reader; Huh7 miR-122 Renilla luciferase sensor, 48 h; neutral wells = 0, positive control = 100; activation (reporter increase), % at 12.5 µM; 0.3% of 340,000 active; AID 602342, 2012;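 active means mean replicate activation score at least 90 and every replicate individually at or above 90; inconclusive means only one of the two criteria met; inactive means neither criterion met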;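 further: higher luciferase means less miR-122 activity so hits act as miR-122 inhibitors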
Cneo AK release: Cryptococcus neoformans cell lysis inducers, primary screen, AK release luminescence, single concentration; C. neoformans lysis, adenylate kinase release luminescence, 4 h; normalised: neutral wells 0, clomiphene wells 100; lysis activity, % at 15 µM; 0.2% of 360,000 active; AID 651654, 2012;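 active means mean lysis activity across replicates of at least 80%, whatever share of replicates individually reach that level; inactive means mean lysis activity below 80%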
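Assay system: Cryptococcus neoformans yeast cells / Dosing: single-point compound dose / Timing: 4 h at 37 °C static, read 1 h later / Measured by: luminescence of released adenylate kinase using an AK detection reagent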
Active calls of the source: *; ? = inconclusive; . = no result given; & = joins results of further samples; [ ] = dose if it differs, or a comment.

compound	miR122 inh	ERp5 inh	ARNT TACC3 PPI	esBAF inh	C2C12 statin	SIRT5 inh	Cneo AK release
Cc1ccc(S(=O)(=O)Nc2cccc3c2O[C@@H](CN(C)S(=O)(=O)c2ccc(C)cc2)[C@H](C)CN([C@@H](C)CO)C3=O)cc1	-15[16.7 µM]	-7	5	2	-15	-4	-4
O=C(Nc1ccc2sc3ccccc3c(=O)c2c1)c1ccccc1Cl	0	.	-3	29	-5	.	-4
COc1ccc(Cc2nnc(N/N=C/c3ccc(C)o3)[nH]c2=O)cc1	.	2	12	.	.	-1	.
CC(C)NC(=O)N(C)C[C@@H]1Oc2ncc(C#CC3CC3)cc2C(=O)N([C@@H](C)CO)C[C@H]1C	0[16.7 µM]	17	-6	5	-11	-4	0
O=[N+]([O-])c1cccc(-c2ccc(SCc3cccnc3)nn2)c1	.	0	3	.	.	1	.
COCCNC(=O)C[C@@H]1C[C@@H]2c3cc(NC(=O)Nc4ccccc4)ccc3O[C@@H]2[C@@H](CO)O1	-2[16.7 µM]	-1	-2	-4	4	.	-63
C[C@@H]1CN([C@@H](C)CO)C(=O)c2cc(NS(=O)(=O)c3ccc(F)cc3)ccc2O[C@@H](C)CCCCO[C@H]1CN(C)CC1CC1	2[16.7 µM]	-11	-5	-4	.	-1	1
O=C(/C=C/c1ccc(Cl)cc1)NCc1ccncc1	3	.	1	-3	1	.	1
CCc1nc2ccccc2c(NC(=O)CN2CCC(C)CC2)c1C	3	.	-2	-6	2	.	14
COc1ccc(-n2nc(C(=O)NCC(=O)NC(C)C)c3ccccc3c2=O)cc1Cl	-3	-4	.	-2	-24	5	-5
Cc1noc(C)c1CSc1nc2ccccc2n1CCc1ccccc1	32	.	-7	-7	-12	.	1
O=C(/C=C/c1cccs1)N1CCC2(CC1)Oc1ccc(F)cc1C(=O)C21CC(c2ccccc2)=NO1 (configuration not stated)	-23	1	1	2	-13	.	7

Pulled by compound from the list above, six records:
compound	miR122 inh	ERp5 inh	ARNT TACC3 PPI	esBAF inh	C2C12 statin	SIRT5 inh	Cneo AK release
COc1ccc(-n2nc(C(=O)NCC(=O)NC(C)C)c3ccccc3c2=O)cc1Cl	-3	-4	.	-2	-24	5	-5
O=C(/C=C/c1cccs1)N1CCC2(CC1)Oc1ccc(F)cc1C(=O)C21CC(c2ccccc2)=NO1 (configuration not stated)	-23	1	1	2	-13	.	7
CCc1nc2ccccc2c(NC(=O)CN2CCC(C)CC2)c1C	3	.	-2	-6	2	.	14
COCCNC(=O)C[C@@H]1C[C@@H]2c3cc(NC(=O)Nc4ccccc4)ccc3O[C@@H]2[C@@H](CO)O1	-2[16.7 µM]	-1	-2	-4	4	.	-63
O=C(/C=C/c1ccc(Cl)cc1)NCc1ccncc1	3	.	1	-3	1	.	1
COc1ccc(Cc2nnc(N/N=C/c3ccc(C)o3)[nH]c2=O)cc1	.	2	12	.	.	-1	.

The list continues.
compound	miR122 inh	ERp5 inh	ARNT TACC3 PPI	esBAF inh	C2C12 statin	SIRT5 inh	Cneo AK release
Cn1nc(-c2ccc(Cl)cc2)c2cc(C(=O)NCCCN3CCCC3)sc21	.	-4	10	-13	-8	.	2
O=C(NCc1cccc(Cl)c1)c1cc(COc2ccc3ncccc3c2)on1	-2	10	1	.	.	5	.
CCn1c(COc2ccccc2C)nnc1SCC(=O)OC	2	.	-3	4	.	.	-2
OCCCNc1ncnc2scc(-c3ccc(Cl)cc3)c12	.	-1	-7	-17	2	-1	-5
O=C(Cc1csc(Nc2nc(=S)[nH]c3ccccc23)n1)N1CCN(c2cccc(C(F)(F)F)c2)CC1	5	8	7	0	3	-2	1
O=C(C[C@@H]1CC[C@@H](NC(=O)C2CCOCC2)[C@@H](CO)O1)NCC1CCCCC1	.	0	-2	4	1	-1	0
COc1ccc(-c2cc([C@H]3[C@H]4C=CC[C@@H](C)[C@@H]4C(=O)N3Cc3ccccc3)ccc2F)cc1OC	-6	-6	-1	48*	10	.	-2
CN(C)CC(=O)Nc1ccc2c(c1)[C@@H]1C[C@H](CC(=O)NCc3cccnc3)O[C@@H](CO)[C@@H]1O2	0[16.7 µM]	12	-4	0	-13	-4	18
COC(=O)c1sccc1NC(=O)c1ccccc1C(=O)O	.	0	1	.	.	-1	.
CC[C@H](C)[C@@H](C(=O)NCCCCCCCCCCC(=O)N1CCNCC1)n1cc(CCCCN=C(N)N)nn1	-12	7	9	-8	-5	-1	1
CCc1cc(-c2nc(N)ncc2-c2ccc(Br)cc2)c(O)cc1OC	-5	0	-3	-3	24	2	-1
COC(=O)C[C@H]1CC[C@H]2[C@H](COc3ccc(NC(=O)Nc4ccc(Cl)cc4)cc3C(=O)N2C)O1	-27[16.7 µM]	.	4	4	10	.	-5

esBAF inh: hit marks shown above.
canonical_smiles,miR122 inh,ERp5 inh,ARNT TACC3 PPI,esBAF inh,SIRT5 inh
COc1ccc(-c2cc([C@H]3[C@H]4C=CC[C@@H](C)[C@@H]4C(=O)N3Cc3ccccc3)ccc2F)cc1OC,-6,-6,-1,48*,.

Later entries.
compound	miR122 inh	ERp5 inh	ARNT TACC3 PPI	esBAF inh	C2C12 statin	SIRT5 inh	Cneo AK release
Cc1noc(C)c1NC(=O)N(C)C[C@@H]1Oc2ncc(C#CC3CCCCC3)cc2C(=O)N([C@@H](C)CO)C[C@H]1C	-3[16.7 µM]	3	-1	4	1	-4	-1
COCCNc1nc(NCc2cccs2)nc2ccsc12	-7	0	.	-16	-84	-4	-1
C[C@H](CO)N1C[C@H](C)[C@@H](CN(C)C(=O)NC2CCCCC2)Oc2ccc(NC(=O)NC3CCCCC3)cc2C1=O	4[16.7 µM]	-6&3	1&2	2&-8	11&-1	-6&2	1&1
CCCc1nn2c(=O)cc(CSCC(=O)Nc3ccccc3)nc2s1	7	-2	-2	-4	-2	9	-3
NC(=O)C1CCN(C(=O)Cc2ccc(-c3ccccc3)cc2)CC1	.	-2	-4	5	11	-1	0
CCOc1ccc(Cl)cc1S(=O)(=O)N1CCC(C(=O)NCc2ccncc2)CC1	0	1	1	-4	2	-2	4
COc1cc(C(=O)N/N=C/C2CC=CCC2)cc(OC)c1OC (configuration not stated)	-2	.	-2	1	7	.	2
CCN(CC)S(=O)(=O)c1cccc(-c2nc3n(n2)Cc2ccccc2-3)c1	-7	1	-7	75*	-21	3	-1
CN(C)N1C(N)=C(C#N)C(c2cccc3ccccc23)C2=C1CC(c1ccccc1)CC2=O (configuration not stated)	41	.	-12	0	-69	.	.
COc1ccc(COC(=O)c2nc3nc(C)cc(C)n3n2)cc1F	-2	.	.	-3	5	.	-1
CCC(=O)N1C[C@@H](C)[C@H](OC)CN(C)C(=O)c2cc(NC(=O)COC)ccc2OC[C@@H]1C	.	-6	0	0	-8	.	3
CCN(CC(=O)Nc1ccc(OC)cc1)C(=O)CSCc1ccc(C)cc1	5	3	7	-4	4	0	4
CCN(CC(=O)NCc1ccc(Cl)cc1)C(=O)CCC(=O)c1ccc(F)cc1	1	15	-2	-2	-10	-6	.
Nc1ncc(-c2ccc([N+](=O)[O-])cc2)cn1	-18	6	.	.	.	-1	2
COc1cc2c(cc1OC)[C@@H](NC(=O)CCc1ccccc1)[C@H](OCc1ccccc1)C2	.	2	0	-10	2	-4	-1
Nc1ccc(C(=O)c2cccs2)cn1	.	0	-27	1	0	-2	-12
O=C(Cn1c(=O)[nH]c2sc3c(c2c1=O)CCCC3)NCC1CCCO1 (configuration not stated)	0	-1	14	-1	-1	-1	-3
CN(C(=S)Nc1ccc(SC(F)F)cc1)c1ccc(O)cc1	.	-2	15	.	.	-4	.
Cc1cccc(C(=O)Nc2ccc(S(=O)(=O)Nc3nc(C)cc(C)n3)cc2)c1	7	0	4	-4	10	1	-1
CCCC(=O)Nc1ccc(N2CCOCC2)cc1	-5	.	.	2	-11	.	-1
CCC(=O)c1ccc(N2CCN(C(=O)c3cccc(F)c3)CC2)c(F)c1	.	5	-5	.	.	-4	.
O=C(NC(=S)Nc1ccc(N2CCOCC2)cc1)c1cccc(Cl)c1	.	2	3	.	.	-3	.
CCOC(=O)Nc1ccc2nc(Sc3ccc(Cl)cc3)sc2c1	23	0	-8	-2	-55	0	5
CCOC(=O)Cn1c(=O)oc2cc(S(=O)(=O)NC3CCCCC3)ccc21	1	.	9	2	9	.	1

Sorted by SMILES length (largest number first): three of the compounds above.
compound	miR122 inh	ERp5 inh	ARNT TACC3 PPI	esBAF inh	C2C12 statin	SIRT5 inh	Cneo AK release
CCN(CC(=O)NCc1ccc(Cl)cc1)C(=O)CCC(=O)c1ccc(F)cc1	1	15	-2	-2	-10	-6	.
CCOC(=O)Cn1c(=O)oc2cc(S(=O)(=O)NC3CCCCC3)ccc21	1	.	9	2	9	.	1
O=C(NC(=S)Nc1ccc(N2CCOCC2)cc1)c1cccc(Cl)c1	.	2	3	.	.	-3	.

Next section
compound	miR122 inh	ERp5 inh	ARNT TACC3 PPI	esBAF inh	C2C12 statin	SIRT5 inh	Cneo AK release
O=C(Nc1cccc2c1CCCC2)c1cc([N+](=O)[O-])cc([N+](=O)[O-])c1	-2	-10	9	.	.	-1	2
COc1cc(C(=O)Nc2oc(-c3ccccc3)c(-c3ccccc3)c2C#N)cc(OC)c1OC	-24	.	1	9	1	.	0
Cc1ccc(C(=O)NCCc2csc(-c3cccnc3)n2)cc1	-6	-3	1	-2	-14	0	-2
Oc1cnc2ccccc2c1CN1CCOCC1	-2	.	-9	-8	8	.	2
CCOc1ccccc1NC(=O)COc1ccc(S(=O)(=O)N2CCCC2)cc1	-3	5	.	-1	-3	-3	-2
Cc1cccc(NC(=S)N2CCN(Cc3ccc4c(c3)OCO4)CC2)c1C	-2	.	3	-3	?	.	-2
O=C(C1CCCN(S(=O)(=O)c2ccccc2)C1)N1CCCCC1 (configuration not stated)	-5	1	-5	9	5	0	2
COc1ccc(-c2nnn(CC(=O)N(CCO)C(C(=O)NC3CCCC3)c3ccc(F)cc3)n2)cc1 (configuration not stated)	-3	.	-7	10	-1	.	-3
COCC(=O)N(C)C[C@H]1Oc2ncc(-c3ccc(C#N)cc3)cc2C(=O)N([C@H](C)CO)C[C@@H]1C	1[16.7 µM]	.	.	4	21	.	.
CC(C)NC(=O)Nc1ccc2c(c1)C(=O)N([C@H](C)CO)C[C@@H](C)[C@H](CN(C)Cc1ccncc1)OCCCC[C@@H](C)O2	2[16.7 µM]	4	7	.	.	-2	-1
CCc1cc(=O)oc2c(C)c(OC(C)C(=O)NCCCn3ccnc3)ccc12 (configuration not stated)	5	-3	3	-3	1	-2	1
C/C(N)=C(/C#N)C(=O)COC(=O)C1Cc2ccccc2CN1S(C)(=O)=O (configuration not stated)	0&-9	-2	18&-4	-2&2	-2&-6	-3	-1&0
C[C@@H]1CN([C@@H](C)CO)C(=O)c2cc(NS(=O)(=O)c3ccc(Cl)cc3)ccc2O[C@@H]1CN(C)C(=O)Nc1cccc2ccccc12	-5[16.7 µM]	8	2	3	33	2	-5
O=C(CCC(=O)c1ccc(Cl)s1)Nc1ncccc1O	.	9	.	15	4	-1	-2
COc1ccc(C2Nc3cc(OC)ccc3-n3cccc32)cc1 (configuration not stated)	2	3	-19	.	.	0	-6
CC(=O)Nc1cccc(NC(=O)CSc2nc(=O)n(CCN3CCOCC3)c3c2CCC3)c1	2	-4	0	-3	1	-2	-1
CC1CN(CCCCN2C(=O)c3ccccc3C2=O)CC(C)O1 (configuration not stated)	0	7	-6	-2	-4	-2	-1
